TCR act – activates T cell receptor signaling. 330,000 tested, under 10 active. Potency, µM (series often up to 9.22 µM), inactives show top-dose activation of IL-2 secretion, most hits filed as activators. primary human leukocytes, anti-CD3, IL-2 HTRF, 48 h; also: % of control where 0% means no effect
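Primary human leukocytes incubated 48 hr with anti-CD3 beads plus compound, without co-stimulation. Secreted IL-2 measured by HTRF (europium cryptate/d2 anti-IL-2 pair, 320 nm excitation, 665 nm emission).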
Eya2 phos inh – Eya2 (human) phosphatase inhibition. AID 488837. hit rate 0.006% among 330,000. Potency, µM (top dose mostly 76.9 µM), for the others: top-dose activity, negative = inhibition, most hits filed as inhibitors. O00167. recombinant Eya2, OMFP fluorescence dephosphorylation (OMFP is methylfluorescein phosphate); also: potency is read from the fitted curve at half-maximal effect; % is scaled to controls: 0 for no effect and ±100 for the full control effect
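Eya2 (0.2 uM) preincubated 10 min at ambient with compound, then OMFP substrate added at 50 uM; 10 min reaction in 50 mM HEPES pH 7.5, 50 mM NaCl, 5 uM MgCl2, 0.05% BSA, 1 mM DTT. Fluorescence read at Ex 485/Em 525 nm.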
AT treatment – potential ataxia-telangiectasia treatment; AID 485349; hit rate 0.19% among 320,000; […] A-T fibroblasts, KAP-1 phosphorylation AlphaLISA; neocarzinostatin DNA damage 30 min before lysis; Potency, µM (top dose mostly 57.5 µM), for inactives: at the highest dose activation, usual class: activators; also: potency is read from the fitted curve at half-maximal effect; % of control where 0% means no effect; nearly all actives have a fitted effect of over 45% in size
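hTERT-immortalized A-T patient fibroblasts ([…]), 500 cells/well in OPTI-MEM, 1% FBS, got compounds for 60 min, then NCS for 30 min at 37C. Lysates were then assayed for phospho-KAP-1 by AlphaLISA (anti-pKAP1 donor, anti-KAP1 acceptor beads), 6 hr at 25C.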
ELG1 repair inh – ELG1-dependent DNA repair inhibition; Potency, µM (titrated, usually from 46.1 µM), for inactives: at the top dose activity change, negative = inhibition, usual class: inhibitors; HEK293T ELG1-luciferase reporter, luminescence, 16 h; DNA damage induced by 5-fluorouridine; hit rate 2.3% among 330,000; also: potency is read from the fitted curve at half-maximal effect; % is scaled to controls: 0 for no effect and ±100 for the full control effect; nearly all actives have a fitted effect of over 55% in size
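Reporter activity after DNA damage by 5-fluorouridine is monitored. Compound-treated cells incubate 16 hr at 37 °C, then ONE-Glo is added for 30 min before luminescence reading.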
TSHR antag – antagonists of human thyroid stimulating hormone receptor; P16473; activity change, negative = inhibition, % at 11.5 µM; AID 504810; TSHR-expressing cells, TSH-stimulated cAMP HTRF, 2 h; stronger effect = lower value; hit rate 0.2% among 330,000;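 active = activity change below a set negative limit, meaning inhibition stronger than a set level, cut at about -70% in these data; inconclusive = activity change between two set negative limits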; also: % is scaled to controls: 0 for no effect and ±100 for the full control effect
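Competitive HTRF cAMP read-out (cryptate anti-cAMP antibody, cAMP-d2; 30 min, room temperature) in freshly harvested TSHR cells. Compounds added before TSH at EC80 (4nM final), followed by 2 hours' incubation at 37 deg C.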
TRPV1 agonist – agonists of human vanilloid receptor 1 (TRPV1). Q8NER1. TRPV1-expressing cells, Fluo-8 calcium influx, agonist mode. activation, % at 8.33 µM. hit rate 0.19% among 320,000. AID 540275; in the data active = activation above about 80%; inconclusive = between about 30% and that limit; also: 0% is about no effect
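Fluo-8 calcium influx in TRPV1-expressing cells, kinetic read (ex 480/em 520 nm). Compound added and read 3 min for agonist activity, followed by capsaicin at EC20 final and 2 min further read for enhancement.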
KCNH2 3.1 block – KCNH2 3.1 (human) potassium channel inhibition. activity change, % (tested at about 1.8 µM). U2OS KCNH2 3.1, thallium flux FluxOr; stronger effect = lower value. hit rate 0.95% among 340,000;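 active = maximum activity change below -70%; inconclusive = maximum activity change from -70% to -50%; inactive = maximum activity change above -50%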;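 also: thallium influx rate constant from kinetic fluorescence after stimulation buffer; % is scaled to controls: 0 for no effect and ±100 for the full control effect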
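FluxOr-based Tl+ influx in U2OS cells transduced with KCNH2 3.1 virus; rate constants normalized to DMSO controls.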
USP2a block – inhibitors of human ubiquitin-specific protease USP2a; O75604; USP2 core, Ub-CHOP2 coupled fluorogenic reporter, 485/531; Potency, µM (doses to about 38.3 µM), for the others: at the highest dose activity change, negative = inhibition, usual class: inhibitors; hit rate 0.01% among 330,000;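 also: potency is read from the fitted curve at half-maximal effect; plate controls were DMSO wells for no effect and full inhibition by NEM control for full effect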
Target sequence (O75604 whole entry, looked up): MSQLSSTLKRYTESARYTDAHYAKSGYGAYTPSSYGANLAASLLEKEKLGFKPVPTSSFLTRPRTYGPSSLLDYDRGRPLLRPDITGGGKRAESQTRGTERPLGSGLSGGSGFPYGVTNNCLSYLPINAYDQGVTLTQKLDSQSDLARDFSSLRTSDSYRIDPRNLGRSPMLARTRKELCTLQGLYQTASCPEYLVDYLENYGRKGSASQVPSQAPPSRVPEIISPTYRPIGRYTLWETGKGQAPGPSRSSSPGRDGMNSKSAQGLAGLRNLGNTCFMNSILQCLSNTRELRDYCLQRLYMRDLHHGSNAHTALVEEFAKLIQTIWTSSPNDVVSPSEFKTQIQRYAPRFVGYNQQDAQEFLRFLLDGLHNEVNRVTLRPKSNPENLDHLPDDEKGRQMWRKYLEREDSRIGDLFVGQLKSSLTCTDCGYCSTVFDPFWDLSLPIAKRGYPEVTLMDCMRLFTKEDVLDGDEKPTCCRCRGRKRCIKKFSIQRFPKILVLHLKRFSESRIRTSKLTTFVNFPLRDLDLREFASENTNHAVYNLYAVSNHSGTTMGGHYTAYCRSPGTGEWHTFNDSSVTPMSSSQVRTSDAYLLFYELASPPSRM
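USP2 core (10nM final) preincubated 30min RT with compound in 20mM Tris-HCl pH 8.0, 2mM CaCl2, 2mM beta-mercaptoethanol, 0.05% CHAPS; 25nM Ub-CHOP2 plus 25nM reporter substrate added, fluorescence (Ex485/Em531) read after 60min.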
hERG WT inh – blocks the wildtype human KCNH2 potassium channel; Q12809; U2OS, BacMam KCNH2, thallium flux FluxOr; stronger effect = lower value; activity change, % at 1.84 µM; hit rate 0.37% among 340,000; AID 720551;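 active = maximum activity change below -70%; inconclusive = maximum activity change between -70% and -50%; inactive = maximum activity change above -50%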; also: % is scaled to controls: 0 for no effect and ±100 for the full control effect
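U2OS cells were transduced with wild-type KCNH2 virus (2.03 x 10^8 / mL) for 4 h at room temperature, then cultured overnight at 37 C. Thallium flux was read with FluxOr dye. Rate constants were normalized to DMSO controls.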
Mito fusion act – mitochondrial division inhibition or fusion activation | Potency, µM (highest dose often 46.1 µM), without a hit: top-dose growth rescue (activation), most hits filed as activators | AID 485298 | S. cerevisiae fusion-defective mutant growth rescue, CellTiterGlo 48 h | hit rate 0.23% among 320,000;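 also: potency is read from the fitted curve at half-maximal effect; % of control where 0% means no effect; nearly all actives have a fitted effect of over 45% in size; temperature-sensitive fusion mutants such as fzo1-1 at 37 °C on non-fermentable ethanol glycerol medium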
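Yeast fusion mutant, YPEG (non-fermentable carbon), compound, 48 h at 37C non-permissive; CellTiterGlo added, 10 min RT, luminescence read. Rescued growth = division inhibition.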
Starred values were filed as active, the others as inactive; i = inactive; ? = inconclusive; · = no result given; & = joins results of further samples; [ ] = another dose, or the depositor's remark. Unless noted, calls follow the shape of the dose curve; as a rule, active = well fitted curve in the direction sought with a large enough effect; inconclusive = small, poorly fitted or top-dose-only effect, or another doubt; inactive = no such curve, though single readings can be large; an effect the other way counts as inactive or inconclusive.

Value order – TCR act | Eya2 phos inh | AT treatment | ELG1 repair inh | TSHR antag | TRPV1 agonist | KCNH2 3.1 block | USP2a block | hERG WT inh | Mito fusion act
1	C/C(=N\NP(=S)(c1ccccc1)c1ccccc1)c1ccc(O)cc1O
  9.8% | 6.9% | 4.5% | -4.2% | -0.6 | 1.1 | 2.5 | -0.8% | -8.2 | 0.5%
2	c1cnc(N2CCNCC2)nc1
  12.8% | 8.4% | 2.8% | 9.8% | -1.3 | 1.3 | -9.4 | 1.0% | 6.0 | 8.1%
3	COc1ccccc1-n1c(O)c(C=Nc2c(C)n(C)n(-c3ccccc3)c2=O)c(=O)[nH]c1=O
  -0.3% | 0.1% | 2.3% | 10.9% | 5.0 | 2.2 | -20.5 | -0.9% | 3.0 | -4.5%
4	CC1(c2ccc(Cl)cc2Cl)OCC(Cn2cncn2)O1 (centres undefined)
  7.9% | -8.1% | -4.2% | -4.2% | 15.3 | -0.7 | -0.8 | 3.1% | 10.5 | -2.5%
5	O=c1[nH]c(=O)n(Cc2ccco2)c(O)c1C=NCc1ccco1
  -5.2% | -0.2% | · | -17.6% | -0.4 | -6.8 | -3.7 | 1.8% | -12.8 | 2.0%
6	Cc1cccc(-n2c(C)nc3cc(C(=O)N4CCC5(CC4)OCCO5)ccc32)c1
  -5.6% | -10.5% | -5.7% | -13.0% | 4.3 | -1.6 | 0.9 | 1.4% | -31.5 | -3.0%
7	Cn1cc(C(=O)OCC(=O)NC2(C#N)CCCC2)c2ccccc21
  2.2% | 3.5% | 8.8% | ? | 34.5 | 0.1 | 1.5 | 0.1% | -1.9 | -4.1%
8	Cc1ccc2c(c1)N(C(=O)CCC(=O)N1CCC3(CC1)OCCO3)CC(C)O2 (centres undefined)
  -9.3% | -10.5% | 4.0% | -9.9% | 8.7 | 1.5 | 10.8 | -0.5% | -1.2 | 0.4%
9	O=C(O)c1c[nH]c2ccc(S(=O)(=O)N(CCCl)CCCl)cc12
  -0.2% | 1.3% | -3.9% | -3.1% | -2.5 | -0.4 | -17.3 | 8.0% | -6.1 | 0.3%
10	CCSc1nnc(C(N)Cc2ccccc2)o1 (centres undefined)
  -7.3% | -26.1% | 2.3% | 0.2% | 4.2 | -0.7 | -2.1 | 0.6% | 11.8 | 3.1%
11	CC12CCCCC1=NC(c1ccc(Br)cc1)N2O (centres undefined)
  -0.6% | -7.0% | 2.7% | 13.5% | 25.3 | -3.4 | 14.5 | 1.0% | 6.6 | -3.7%
12	O=C1NC(=O)C(=Cc2ccc(Sc3ccccc3)o2)C(=O)N1
  6.4% | 3.4% | -26.9% | ? | 4.9 | -3.4 | -19.2 | -0.1% | -10.9 | -0.1%
13	CC1(C)COC(Nc2cccc(Cl)c2)=N1
  -3.7% | 21.2% | 7.2% | ? | -7.2 | 1.0 | -6.1 | 1.8% | -3.7 | -0.2%
14	Cc1onc(-c2ccccc2Cl)c1C(=O)NCc1ccc2c(c1)cc(C)n2C
  -1.6% | -1.7% | 2.7% | ? | -10.9 | 13.1 | -25.5 | 2.0% | -11.9 | 0.5%
15	Cc1ccccc1C1=NCC(=O)N(CC(=O)NCc2ccco2)c2sc3c(c21)CCCC3
  -0.2% | -0.1% | 3.6% | ? | 1.8 | -3.4 | 5.6 | -9.3% | -4.3 | -0.8%
16	CCN(CC)P(=O)(NC(=O)C(Cl)(Cl)Cl)N(CC)CC.[Cl-].[Cl-].[Cl-].[Nd+3]
  -1.2%&-1.2% | -6.1% | · | -8.5% | 0.9 | 0.1 | 8.7 | 0.7% | 10.3&5.9 | -4.9%
17	N#CCCn1cc(C(=O)O)c(-c2cccc([N+](=O)[O-])c2)n1
  3.2% | 6.3% | 8.5% | 8.3% | 5.6 | -10.2 | 6.8 | 0.2% | 3.7 | 1.6%
18	CCCCN1CCC(C#N)(Nc2ccccc2)CC1
  5.6% | -13.9% | 0.8% | -0.1% | 5.7 | 3.2 | 1.0 | -28.4% | -2.2 | -1.0%
19	COc1cc(C(=O)NC(=S)N2C[C@H]3C[C@H](C2)c2cccc(=O)n2C3)cc(OC)c1OC
  -94.8% | 6.4% | -9.0% | -4.7% | 3.2 | -1.0 | -1.9 | 0.5% | 5.6 | -1.7%
20	CC(C)[C@H]1C(=O)O[C@H](C(C)C)C(=O)N(C)[C@@H](C(C)C)C(=O)O[C@H](C(C)C)C(=O)N(C)[C@@H](C(C)C)C(=O)O[C@H](C(C)C)C(=O)N1C
  5.3% | ? | ? | ? | -25.7 | 23.6 | 0.1 | 1.6% | -2.0 | -7.1%
21	COC(=O)N1C(c2ccccc2)C1c1ccccc1 (centres undefined)
  -5.5% | -1.7% | -3.1%[11.5 µM] | 0.0% | 4.5 | 6.0 | 2.2 | 5.5% | -0.8 | -0.3%
22	Cc1ccc(-n2c(-c3cccs3)nc3ccccc3c2=O)cc1
  -17.0% | 3.0% | 1.4% | -22.8% | 15.2 | 1.3 | -9.0 | 3.0% | 8.1 | -0.9%
23	C=CCn1c(O)c(C(CC)=NCc2ccc3c(c2)OCO3)c(=O)[nH]c1=O
  5.6% | 1.7% | 10.1% | 7.2% | 0.5 | -1.2 | 11.8 | 1.9% | 13.8 | 4.6%
24	CCN(CC)C(=O)c1ccc(NC(=O)c2ccc(N3CCCC3=O)cc2)cc1
  · | 10.5% | -0.5% | 16.8% | 8.3 | -1.2 | 11.8 | 1.3% | 18.3 | -2.1%
25	CCN(CC)c1ccc(N=Cc2c(O)n(-c3ccc(OC)cc3)c(=O)[nH]c2=O)cc1
  1.3% | -4.0% | · | -2.8% | 2.3 | 3.5 | -14.7 | -0.7% | -22.9 | -1.9%
26	Cc1nc2ncnn2c(C)c1CCC(=O)N1CCC2(CC1)OCCO2
  -2.1% | 2.3% | -0.9% | 14.8% | 18.2 | -4.9 | 18.3 | 0.3% | -9.4 | 0.5%
27	CCOc1cccc(N2C(=O)CC(=O)NC2=O)c1
  2.9% | 10.1% | -5.2% | 2.6% | 4.6 | 4.2 | 6.6 | 2.1% | -1.0 | -7.4%
28	CC(C)c1ccc(C2N3CCCN23)cc1 (centres undefined)
  1.9%[46.1 µM] | -1.5% | 0.0% | 22.1% | 11.6 | -0.3 | -2.7 | 2.0% | 2.3 | ·
29	CCOC(=O)c1c(/N=C/C2C(=O)NC(=O)NC2=O)sc2c1CCC2
  4.9% | 2.9% | -4.8% | 2.2% | -2.1 | -1.4 | 4.7 | 5.6% | i | -1.3%
30	CCC(C)(C)c1ccc(O)cc1
  10.3% | 0.4% | 2.0% | 4.6% | 3.3 | -2.2 | -9.6 | 0.8% | 0.0 | -8.8%
31	CC(=O)N1CN2CN(C(C)=O)CC(C(=O)c3ccc(Br)cc3)(C2)C1
  3.3% | 2.4% | -1.6% | 1.8% | -5.1 | -2.9 | 10.2 | 3.7% | -5.5 | -1.3%
32	CCC(=NCCO)c1c(O)n(C2CCCCC2)c(=O)[nH]c1=O
  3.3% | -1.1% | · | ? | 5.6 | -0.6 | -4.1 | 3.6% | 1.6 | -1.2%
33	CCCN1CCC[C@@H]2Cc3nc(N)ncc3C[C@H]21
  2.2% | 4.5% | · | · | -9.7 | · | 23.7 | · | 7.9 | 3.8%
34	CC(Cc1ccccc1)NC(=O)CN1CCCC1=O (centres undefined)
  -0.7% | -9.6% | -6.7% | 3.8% | 7.2 | 2.5 | · | 0.6% | 5.7 | -4.4%
35	Cc1cc(/C=C2/C(=O)NC(=O)N(Cc3ccco3)C2=O)c(C)n1-c1ccc(C(=O)O)cc1
  · | 3.7% | -0.5% | -6.8% | 0.3 | -2.2 | -2.3 | 0.5% | 10.8 | -2.6%
36	CN(C)C(=O)Oc1ccc(Br)c2ccccc12
  -5.8% | -20.2% | -1.8% | 14.1% | -5.6 | 9.6 | 4.8 | 3.2% | -3.5 | -9.7%
37	O=[N+]([O-])c1ccc(CNCCc2ccccc2)cc1
  0.1% | -7.5% | 4.7% | 7.0% | -5.5 | 1.9 | -0.4 | -2.2% | 38.5 | -6.7%
38	C=C[C@@H]1C2=CCOC(=O)C2=CO[C@H]1O[C@@H]1O[C@H](CO)[C@@H](O)[C@H](O)[C@H]1O
  0.1% | -2.4% | -2.7% | 9.3% | -0.9 | -1.4 | 14.5 | 1.4% | 14.1 | -0.4%
39	Cc1ccc(N2C(=O)/C(=C/c3ccc(CN(CCC#N)S(C)(=O)=O)o3)C(=O)NC2=S)cc1C
  · | 11.7% | -1.6% | 6.0% | 2.5 | -1.8 | · | 0.4% | · | -0.3%
40	CCC(=O)Nc1ccc(C(=O)OCc2ccccc2Cl)cc1
  -0.6% | 7.8% | 0.3% | ? | -4.7 | 11.9 | -9.3 | -0.3% | 4.7 | 15.2%
41	Cc1cccc(-n2c(O)c(C=Nc3ccc(S(N)(=O)=O)cc3)c(=O)[nH]c2=O)c1
  · | -14.3% | -0.7% | 22.3% | 3.9 | 0.6 | -1.9 | -1.7% | -10.6 | 7.4%

Compound activity from PubChem BioAssay.

These rows are one share of the data; count on the stated rates, not on these rows.
